All columns: NCI-60 one-dose screen, growth in % after 48 h at 10 µM unless noted; 100 = growth as untreated, 0 = no growth, -100 = all killed.
CCRF-CEM: CCRF-CEM leukemia; 77,000 compounds, 7% hits; AID 1794778
SK-MEL-28: SK-MEL-28 melanoma; 81,000 compounds, 4.1% hits
HOP-92: HOP-92 NSCLC cells. 71,000 compounds, 6.3% hits. AID 1794738
SK-MEL-5: SK-MEL-5 melanoma. 80,000 compounds, 6.4% hits. AID 1794755
HOP-62: HOP-62 NSCLC | 80,000 compounds, 3.9% hits
A549/ATCC: A549/ATCC NSCLC. 81,000 compounds, 3.7% hits
EKVX: EKVX NSCLC | 71,000 compounds, 3% hits | AID 1794765
M14: M14 melanoma; 80,000 compounds, 6.2% hits; AID 1794745
Numbers without * were called inactive; / = no result given; & = joins results of further samples. How the source made its calls: active means growth percent below 10; inactive means the rest. No enrichment for hits. About 12% of those tested had a hit in this group.

SMILES	CCRF-CEM	SK-MEL-28	HOP-92	SK-MEL-5	HOP-62	A549/ATCC	EKVX	M14
Cc1cccc(Cl)c1NC(=O)NCCCN1CCOCC1	127	107&114	96&88	102&100	111&101	98&99	100	101&101
COc1ccc(Cn2c(=O)[nH]c(=O)n(Cc3ccc(Cl)cc3)c2=O)cc1	102	105	81	102	96	123	/	103
S=C(Cc1cccnc1)N1CCOCC1	90	105	92	100	104	96	106	94
COc1ccc(NCc2cccn2Cc2cccc3ccccc23)cc1	85	103	94	98	91	83	95	/
C/C(=N/Nc1ccc([N+](=O)[O-])cc1[N+](=O)[O-])c1ccccc1	/	110	/	112	105	109	102	111
O=C(CN1CCN(Cc2ccc(Br)cc2)CC1)Nc1nc(-c2cc3ccccc3oc2=O)cs1	83	96	78	65	108	83	80	86
OC(c1cc(-c2ccccc2)nc2ccc(Cl)cc12)C1CCCCN1 (stereo unspecified)	65	-77*	6.5*	-5.6*	93	22	63	-66*
CCOC(=O)c1c[nH][nH]c1=O	107	127	111	105	89	125	116	96
COc1cc(CCN=Cc2ccccc2O)c([N+](=O)[O-])cc1OC	/	113	/	101	92	102	/	96
Cc1ccc(/C=C2\SC(=S)N(CCC(=O)Nc3ncc(Cc4ccc(Cl)cc4)s3)C2=O)cc1	107	105	116	101	106	102	99	107
O=C(CCCCN1CCOCC1)Nc1ccc(Cn2nnc3c2C(=O)c2nnn(Cc4ccc(NC(=O)CCCCN5CCOCC5)cc4)c2C3=O)cc1	-1.3*	-55*	-40*	-96*	-59*	-68*	/	-90*
CC1=N/C(=N\c2nc3cc(C)c(C)cc3[nH]2)NC(=O)CC1	90	101	/	97	99	91	/	97
COc1ccc(C(O)c2cc3c(N)c(C(=O)Nc4ccccc4)sc3nc2C)cc1 (stereo unspecified)	4.7*	68	30	-32*	19	13	26	14
CCC(C)NC(=O)c1ccc(Cl)cc1Cl (stereo unspecified)	108	104	111	95	105	99	97	96
CC1=C(CCN2CCOCC2)C(=O)N2N=C(c3ccccc3)OC2N1 (stereo unspecified)	103	105	107	100	105	89	90	102
O=c1cccn[nH]1	100	109	/	106	99	105	/	107
CC(=O)C(N=Nc1ccc(C(c2ccc(N=NC(C(C)=O)C(C)=O)cc2)(c2ccc(N=NC(C(C)=O)C(C)=O)cc2)c2ccc(N=NC(C(C)=O)C(C)=O)cc2)cc1)C(C)=O (stereo unspecified)	75	118	87	95	92	93	95	98
CC(C)(C)S/C(Nc1ccccc1)=C(\C#N)C(=O)Nc1ccccc1	86	105	91	102	91	88	101	100
O=C(CCOCCNC(=O)COc1ccc2c(c1)OCC(c1ccc(F)cc1)C2=O)NCCCC(O)(P(=O)(O)O)P(=O)(O)O (stereo unspecified)	97	108	120	101	105	103	95	109
CC(C)N(CCOC(=O)c1ccc([N+](=O)[O-])cc1)CCOC(=O)c1ccc([N+](=O)[O-])cc1	85	107	84	100	91	101	/	98

17 of the compounds above, in markdown.
| SMILES | CCRF-CEM | SK-MEL-28 | HOP-92 | SK-MEL-5 | HOP-62 | A549/ATCC | EKVX | M14 |
| --- | --- | --- | --- | --- | --- | --- | --- | --- |
| Cc1cccc(Cl)c1NC(=O)NCCCN1CCOCC1 | 127 | 107&114 | 96&88 | 102&100 | 111&101 | 98&99 | 100 | 101&101 |
| COc1ccc(Cn2c(=O)[nH]c(=O)n(Cc3ccc(Cl)cc3)c2=O)cc1 | 102 | 105 | 81 | 102 | 96 | 123 | / | 103 |
| S=C(Cc1cccnc1)N1CCOCC1 | 90 | 105 | 92 | 100 | 104 | 96 | 106 | 94 |
| COc1ccc(NCc2cccn2Cc2cccc3ccccc23)cc1 | 85 | 103 | 94 | 98 | 91 | 83 | 95 | / |
| C/C(=N/Nc1ccc([N+](=O)[O-])cc1[N+](=O)[O-])c1ccccc1 | / | 110 | / | 112 | 105 | 109 | 102 | 111 |
| O=C(CN1CCN(Cc2ccc(Br)cc2)CC1)Nc1nc(-c2cc3ccccc3oc2=O)cs1 | 83 | 96 | 78 | 65 | 108 | 83 | 80 | 86 |
| OC(c1cc(-c2ccccc2)nc2ccc(Cl)cc12)C1CCCCN1 (stereo unspecified) | 65 | -77* | 6.5* | -5.6* | 93 | 22 | 63 | -66* |
| CCOC(=O)c1c[nH][nH]c1=O | 107 | 127 | 111 | 105 | 89 | 125 | 116 | 96 |
| COc1cc(CCN=Cc2ccccc2O)c([N+](=O)[O-])cc1OC | / | 113 | / | 101 | 92 | 102 | / | 96 |
| Cc1ccc(/C=C2\SC(=S)N(CCC(=O)Nc3ncc(Cc4ccc(Cl)cc4)s3)C2=O)cc1 | 107 | 105 | 116 | 101 | 106 | 102 | 99 | 107 |
| O=C(CCCCN1CCOCC1)Nc1ccc(Cn2nnc3c2C(=O)c2nnn(Cc4ccc(NC(=O)CCCCN5CCOCC5)cc4)c2C3=O)cc1 | -1.3* | -55* | -40* | -96* | -59* | -68* | / | -90* |
| CC1=N/C(=N\c2nc3cc(C)c(C)cc3[nH]2)NC(=O)CC1 | 90 | 101 | / | 97 | 99 | 91 | / | 97 |
| COc1ccc(C(O)c2cc3c(N)c(C(=O)Nc4ccccc4)sc3nc2C)cc1 (stereo unspecified) | 4.7* | 68 | 30 | -32* | 19 | 13 | 26 | 14 |
| CCC(C)NC(=O)c1ccc(Cl)cc1Cl (stereo unspecified) | 108 | 104 | 111 | 95 | 105 | 99 | 97 | 96 |
| CC1=C(CCN2CCOCC2)C(=O)N2N=C(c3ccccc3)OC2N1 (stereo unspecified) | 103 | 105 | 107 | 100 | 105 | 89 | 90 | 102 |
| O=c1cccn[nH]1 | 100 | 109 | / | 106 | 99 | 105 | / | 107 |
| CC(=O)C(N=Nc1ccc(C(c2ccc(N=NC(C(C)=O)C(C)=O)cc2)(c2ccc(N=NC(C(C)=O)C(C)=O)cc2)c2ccc(N=NC(C(C)=O)C(C)=O)cc2)cc1)C(C)=O (stereo unspecified) | 75 | 118 | 87 | 95 | 92 | 93 | 95 | 98 |

Going on with the list:
SMILES	CCRF-CEM	SK-MEL-28	HOP-92	SK-MEL-5	HOP-62	A549/ATCC	EKVX	M14
Cc1cc(Cl)ccc1Nc1nc(C(F)(F)F)ccc1C(=O)N/N=C/c1c(Cl)cccc1Cl	-18*	25	/	-85*	-4.7*	/	0.6*	7.9*
COC(=O)C(C(=O)Cc1ccccc1[N+](=O)[O-])C(=O)OC	98	103	65	96	77	103	97	92
CCOC(=O)c1c2c(c(C)n1Cc1ccccc1)-c1nc(N)ncc1CC2	94	128	/	105	82	104	89	111
CC(=O)[C@H]1CCC(=O)[C@]23CC(=O)[C@@H]4CC=CC[C@]4(C)[C@H]2CC[C@]13C	84	97	93	97	88	89	98	97
O=C(c1c(F)c(F)c(F)c(F)c1F)n1ccnc1	96	108	104	94	99	104	97	99
Nc1nc(-c2ccccn2)cc(-c2cc(-c3ccccn3)nc(N)n2)n1	101	113	103	105	119	117	102	100
COc1ccc(C2=C(c3ccc(OC)cc3)C3(c4ccccc4)C(=O)C2(c2ccccc2)C2C(=O)N(c4ccc(C)cc4)C(=O)C23)cc1 (stereo unspecified)	98	103	101	92	96	101	/	104
C1CSCC2(COC2)CS1	108	108	84	110	99	110	105	103
COc1ccc(Nc2nn3c(C)cc(C)nc3c2C(N)=O)c(OC)c1	104	106	115	102	82	83	108	106
O=C(Nc1ccccc1S)c1ccc(-n2nc(-c3ccccc3)c3ccccc32)cc1	105	114	121	100	111	103	107	104
CN(C)C(=O)OCCOc1c(Cl)cc(Cl)c(Cl)c1[N+](=O)[O-]	93	109	106	99	81	107	58	95
COc1ccc2[nH]c(C(=O)OCc3ccc4c(Br)cc(Br)c(O)c4n3)cc2c1	3.8*	/	-60*	-90*	7.5*	-10*	-71*	-64*
COC(=O)CC[C@H](C)[C@H]1CC[C@H]2[C@@H]3CC[C@@H]4C(c5nc6ncccc6[nH]5)=C(Cl)CC[C@]4(C)[C@H]3CC(=O)[C@]12C	55	96	76	89	97	98	75	91
CN(C)c1ccc(N2Cc3ccccc3OC3=C2C(=O)c2c(O)ccc(O)c2C3=O)cn1	-8.4*	-83*	-65*	-81*	-46*	-20*	-16*	-89*
Cc1ccc(-n2nc3n(/c2=N\C(=O)NS(=O)(=O)c2ccc(C)cc2)CCN3C2=NCCN2)cc1	107	101	104	105	93	95	99	101
COc1cc(/C=C/C(=O)/C=C(O)/C=C/c2ccc(OC(=O)C(C)c3ccc(CC(C)C)cc3)c(OC)c2)ccc1O (stereo unspecified)	59	106	98	99	104	98	100	74
COc1cc(/C(=C2/O[C@@H]([C@H]3COC(C)(C)O3)[C@H]3OC(C)(C)O[C@@H]23)c2ccc3ccccc3c2)cc(OC)c1OC	82	/	/	38	48	-9.4*	54	63
O=C1C=C(C(O)c2ccccc2)C(=O)c2ccccc21 (stereo unspecified)	68	101	39	99	107	101	92	97
O=S(CCc1ccccc1)Nc1ccccc1 (stereo unspecified)	91	107	94	99	99	90	108	105
CC1(C)CC(N2CCOCC2)=CC(=S)N1	/	110	98	101	102	114	/	114
Cc1ccc(S(=O)(=O)C/C(=N\NC(=O)c2ccc(S(N)(=O)=O)cc2)c2cc3cc(Br)ccc3o2)cc1	114	101	113	95	109	98	102	108
Cc1ccc(C(=O)NN2C(=O)CSC2c2cccc(Cl)c2)cn1 (stereo unspecified)	92	109	82	103	88	95	103	104
CC12CCC3C(C(O)CC4=CC(=O)CCC43C)C1CCC(=O)O2 (stereo unspecified)	78	110	89	102	101	108	113	113
CC(=O)Nc1ccc(C)c(NC(C)=O)c1	105	110	95	112	111	110	87	110
O=c1nc(NC(=S)Nc2ccn([C@H]3CC[C@@H](CO)O3)c(=O)n2)ccn1[C@H]1CC[C@@H](CO)O1	96	118	108	102	90	89	106	98
Cc1nnc(NS(=O)(=O)c2ccc(N=Nc3cc(N=Nc4ccccc4)c(N)nc3N)cc2)s1	56	93	/	95	93	92	/	99
CCC1C[N+]2=C(c3cc(OC)c(OC)cc3CC2)c2c1cc1n2CCc2cc(OC)c(OC)cc2-1 (stereo unspecified)	52	33	-2.6*	-47*	56	57	58	36
NCc1nnnn1-c1cccc(Br)c1	99	106	100	103	97	91	97	/
O=c1nc(SCc2ccc3sccc3c2)nc(SCc2ccc(C(F)(F)F)cc2)[nH]1	90	89	59	10	86	55	62	43
O=[N+]([O-])c1cccc(Oc2ncccc2[N+](=O)[O-])c1	107	112	102	106	109	104	114	122
O=C1c2ccccc2-c2c1c1cccnc1c(=O)n2C[C@H](O)CO	/	88	/	51	/	32	79	75
CSS(=O)(=O)c1ccc(C)cc1	112	91	131	100	90	94	95	104
CCO/C=N/C1=C(C#N)C(c2ccc(Cl)cc2)c2c(c3cc(Cl)ccc3[nH]c2=O)O1 (stereo unspecified)	84	99	61	87	81	93	82	90
CC(C)(C)c1nn(-c2ccccc2)c2c1C(=O)CSC(c1ccccc1Cl)N2 (stereo unspecified)	11	47	/	12	28	40	31	11
CN(/N=C/c1ccc2c(c1)OCO2)C(=O)c1ccccc1N	101	108	97	101	106	104	/	104
Cc1c(C(=O)N[C@@H](Cc2ccccc2)C(=O)C(=O)NCCc2ccccc2)[nH]c2ccccc2c1=O	104	105	116	98	111	99	97	110
Cc1nc(C(Cl)Cl)nc2cc(-c3ccccc3)nn12	101	101	93	94	76	79	22	101
CC(=O)Nc1ccc(C(=O)/C=C/c2ccc(N(C)CCOS(=O)(=O)c3ccc(C)cc3)cc2)c(O)c1	59	100	91	76	107	88	112	98
O=C1/C(=C/c2ccccc2O)COc2ccc(-c3ccccc3)cc21	86	130	100	114	95	104	107	98
C=CCn1c(SCC(=O)c2ccc(Cl)cc2)nnc1-c1c[nH]c2ccccc12	98	110	79	96	96	96	92	93
COc1ccc2c(c1)OC(N(C(C)=O)C(C)=O)=C(C#N)C2c1ccc(F)cc1 (stereo unspecified)	11	64	63	19	39	45	48	20
CCCn1c(O)c(N=Nc2nc(-c3cc4ccccc4oc3=O)cs2)c2cc(Br)ccc21	99	101	86	95	95	110	93	98
C[C@]1(CCC(=O)O)C(=O)CC[C@@H]2[C@@H]1CC[C@@]1(C)[C@H]2CC[C@]1(C)O	103	117	123	109	106	100	105	115
OC(CNC1CCCC1)Cn1c2ccccc2c2ccccc21 (stereo unspecified)	4.3*	-60*	26	-62*	50	11	/	-68*
COC(=O)C1=CC=COc2oc3cc(C)cc(O)c3c(=O)c21	95	111	95	113	101	75	103	95
CN(N=O)c1ccc(/C=C2\C=Cc3ccccc32)cc1	106	107	95	93	108	98	62	106
NS(=O)(=O)c1ccc(CCN=Cc2c[nH]c3ccccc23)cc1	94	98	105	96	99	96	99	97
O=C(NCCNc1nccc(-n2ccc3cccnc32)n1)c1c(F)cccc1F	104	110	116	101	105	107	102	107
CC1(C)O[C@@H]2CC3C4C[C@H](F)C5=CC(=O)CC[C@]5(C)C4[C@@H](O)C[C@]3(C)[C@]2(C(=O)CO)O1 (stereo partly specified)	47	122	77	105	106	61	62	101

Source: PubChem
